Assay outcomes: PubChem, several laboratories
hERG rescue: hERG (human) protection from proarrhythmic block | Q12809 | CHO-hERG, FluxOR thallium flux, dofetilide IC70 present | activation (rescue from dofetilide block), less the hit threshold, % at 10 µM | 310,000 tested, 0.51% active | AID 1511;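 active = activation above the mean of controls blocked by dofetilide plus 5 SD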;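 also: thallium influx through hERG after potassium depolarization seen as dye fluorescence rise; in these data hits start at about 4.7%; inactives centre near -7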
PolyA inh: inhibitors of polyadenylation in S. cerevisiae; AID 1875; 300,000 tested, 0.02% active; calls only at 12 µM; S. cerevisiae SKY197-pL101 polyadenylation reporter, beta-gal luminescence; efflux-impaired pdr1/pdr3 knockout yeast; score 100 = 6 SD above DMSO;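 active = lowest replicate activity score at least 50, where 100 means six control SD above control mean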;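 also: yeast exposed to compound for 9 h at 30 °C; higher score means more reporter readthrough which indicates perturbed polyadenylation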
RGS4 block: human RGS4 inhibition; B-score at 10 µM; AID 463165; 310,000 tested, 0.45% active; P49798; HEK293 M3R/RGS4 inducible, Fluo-4 calcium flux; hits give high values; triggered by carbachol at its EC20;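 active = B-score, a plate-corrected calcium signal, over three deviations above library mean, with baseline fluorescence within five deviations of library mean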;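 also: RGS4 expression induced by doxycycline in cells with stable M3 receptor; B-score is computed from the integrated fluorescence ratio over baseline after carbachol; higher B-score means a larger calcium signal and so more RGS4 inhibition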
Target sequence (P49798 whole entry, looked up): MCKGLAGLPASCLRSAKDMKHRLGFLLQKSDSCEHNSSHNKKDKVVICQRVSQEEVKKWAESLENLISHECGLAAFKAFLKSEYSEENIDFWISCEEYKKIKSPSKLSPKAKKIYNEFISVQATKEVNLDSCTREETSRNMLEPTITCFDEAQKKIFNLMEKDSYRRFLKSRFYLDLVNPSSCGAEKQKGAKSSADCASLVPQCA
KCNK9 block: inhibitors of human KCNK9 two-pore domain potassium channel. Q9NPC2. HEK293 KCNK9, FluxOR thallium flux fluorescence; hits give low values. B-score at 10 µM. 310,000 tested, 1.2% active. AID 488922;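 active = ratio B-score over 3 SD below the library mean, with starting fluorescence within 5 SD of its mean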;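 also: negative B-score means less thallium flux so channel inhibition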
Target sequence (Q9NPC2 whole entry, looked up, the tested form may be a part): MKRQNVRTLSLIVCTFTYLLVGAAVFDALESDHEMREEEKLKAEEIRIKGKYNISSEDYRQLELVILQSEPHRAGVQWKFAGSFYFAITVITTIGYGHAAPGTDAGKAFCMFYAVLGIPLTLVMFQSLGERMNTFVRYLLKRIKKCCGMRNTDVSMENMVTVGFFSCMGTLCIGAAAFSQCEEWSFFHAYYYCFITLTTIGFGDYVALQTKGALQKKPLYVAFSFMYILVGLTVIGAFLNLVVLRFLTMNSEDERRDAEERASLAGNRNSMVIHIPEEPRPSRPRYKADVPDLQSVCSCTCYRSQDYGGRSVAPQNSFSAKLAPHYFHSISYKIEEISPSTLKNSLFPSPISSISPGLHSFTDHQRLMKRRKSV
GSK3beta inhib: blocks human GSK3beta kinase activity | P49841 | GST-GSK3beta kinase, ADP-Glo luminescence, 60 min; hits give low values | activity score (negative = inhibition), % at 10 µM | 300,000 tested, 0.038% active;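 active = more than half of replicate wells score below -50%, meaning over 50% inhibition versus plate controls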;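 also: 0% = median DMSO wells and -100% = median GW8510 positive control wells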
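Assay system: GST-fused GSK3beta enzyme, cell-free / Medium: Tris pH 7.5 buffer with MgCl2, DTT, BSA, heparin / Also added: peptide substrate plus 25 µM ATP (final) / Compound: 10 µM single point / Timing: kinase reaction with compound 60 min at room temperature / Detection: ADP-Glo luminescence / Benchmarks: DMSO neutral wells and GW8510 at 20 µM as positive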
KCNK3 inh: human KCNK3 channel inhibition, primary screen; O14649; CHO-KCNK3 thallium flux, FluxOR fluorescence; hits give low values; B-score at 10 µM; 340,000 tested, 0.84% active;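 active = B-score under library mean minus 4 SD, starting fluorescence ratio at most library mean plus 5 SD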;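 also: more negative B-score means stronger inhibition of thallium flux through KCNK3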
Target sequence (O14649 whole entry, looked up): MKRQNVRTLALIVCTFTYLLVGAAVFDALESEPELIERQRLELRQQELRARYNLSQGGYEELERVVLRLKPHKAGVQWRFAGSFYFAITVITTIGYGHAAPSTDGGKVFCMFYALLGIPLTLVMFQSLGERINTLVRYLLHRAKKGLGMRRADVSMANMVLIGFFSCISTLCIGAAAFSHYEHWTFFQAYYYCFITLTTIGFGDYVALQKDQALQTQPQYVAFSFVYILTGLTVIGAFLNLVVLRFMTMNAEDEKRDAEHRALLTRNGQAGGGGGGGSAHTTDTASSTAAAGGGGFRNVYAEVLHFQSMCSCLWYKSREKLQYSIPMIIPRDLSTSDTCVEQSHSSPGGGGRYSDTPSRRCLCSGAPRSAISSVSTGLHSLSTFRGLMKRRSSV
KCNQ1 act: human KCNQ1 channel potentiation or activation; AID 2648; P51787; CHO-K1 KCNQ1, thallium flux FluxOR fluorescence; hits give high values; B-score at 10 µM; 310,000 tested, 0.35% active;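 active = fluorescence ratio B-score, a plate-corrected score, at least three library SD, with initial intensity B-score within 5 SD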
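Assay system: stable KCNQ1 CHO-K1 line; medium: assay buffer, equal DMSO in all wells; timing: 90 min dye loading and 20 min compound exposure, both at room temperature; technique: kinetic FluxOR thallium fluorescence, 10-s 1-Hz baseline, 110-s post-stimulus read; read-out basis: B score of baseline-normalized fluorescence ratio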
GSK3A inh: blocks human GSK-3 alpha kinase. 320,000 tested, 0.1% active. P49840. inhibition, % at 10 µM. AID 2650. ADP-Glo luminescence, 60 min;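 in the data active = inhibition above about 50%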;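 also: GST-tagged GSK-3 alpha with peptide substrate and 25 µM ATP; 0% = DMSO neutral wells and 100% = GW8510 positive control wells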
RGS4 act: RGS4 potentiation or activation | HEK293 M3R/inducible RGS4, carbachol calcium flux Fluo4; hits give low values | B-score at 10 µM | 310,000 tested, 0.92% active;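 active = B-score of the integrated calcium signal more than 4 SD below the library mean, with starting fluorescence not abnormally high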;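 also: negative B-score means reduced calcium response which marks RGS4 activation or potentiation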
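Reagent: ECmax carbachol challenge; Test system: M3R-expressing HEK293 line, RGS4 induced by doxycycline; Schedule: overnight RGS4 induction, 30 min dye load 37 °C, 20 min compound RT; Detection: calcium dye Fluo4 fluorescence; Read-out: Agonist-evoked peak-minus-minimum fluorescence over baseline, integrated ratio, B score.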
DYRK1A inh: Dyrk1A (rat) kinase inhibition; ADP-Glo luminescence, NFATc1 peptide; AID 504441; inhibition, % at 12.5 µM; 310,000 tested, 0.43% active; in the data active = inhibition above about 50%;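 also: plate controls were vehicle with enzyme for no effect and no enzyme for full effect; many of its hits are not listed in these tables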
KCNQ1 inh: blocks the human KCNQ1 potassium channel; P51787; B-score at 10 µM; CHO-K1 KCNQ1, FluxOR thallium flux fluorescence; hits give high values; 310,000 tested, 1.3% active;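 active = compounds whose thallium flux B-score, printed positive for inhibition, exceeds three library SD while starting fluorescence stays within three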;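 also: channel opened by potassium depolarization with thallium stimulus after 20 min compound exposure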
An asterisk follows results filed as active; i = inactive; / = no result given.

SMILES	hERG rescue	PolyA inh	RGS4 block	KCNK9 block	GSK3beta inhib	KCNK3 inh	KCNQ1 act	GSK3A inh	RGS4 act	DYRK1A inh	KCNQ1 inh
Cc1cccc(Nc2nc(N)nc(CSC(=S)N3CCOCC3)n2)c1	-6	i	i	i	3	i	i	1	i	-4	i
O=C(CN1C(=O)NC2(CCCC2)C1=O)N1CCN(Cc2ccccc2)CC1	-8	i	i	i	4	i	i	-6	i	-1	i
COC(=O)CNC(=O)c1ccc(NS(=O)(=O)c2cc([N+](=O)[O-])ccc2Cl)cc1	-10	i	i	i	0	i	i	-1	i	-1	i
Cc1ccc(-n2nc3c(c2NC(=O)c2ccco2)CS(=O)(=O)C3)c(C)c1	-8	i	i	i	1	i	i	1	i	-2	i
COc1ccc(CNCc2ccncc2)c(OC)c1	-1	i	i	i	-1	i	i	0	i	1	i
C/C(=N\NC(=O)CN(c1ccccc1)S(=O)(=O)c1ccccc1[N+](=O)[O-])C(C)(C)C	-8	i	i	i	3	i	i	-2	i	-4	i
COc1cccc(OCC(=O)Nc2ccccc2NC(C)=O)c1	-8	i	i	i	3	i	i	-2	i	2	i
O=C(Nc1cccc(-c2cn3ccccc3n2)c1)c1cc2ccccc2oc1=O	-10	i	i	i	2	i	i	-1	i	1	i
COc1ccc(S(=O)(=O)NN(C)C(=O)c2nn(-c3ccccc3)ccc2=O)cc1	-3	i	i	i	-7	i	i	0	i	-2	i
Cc1cccc(OCC(=O)N/N=C\c2cn(C)c3ccccc23)c1	-10	i	7.3*	i	2	i	i	1	i	-1	i
CCOC(=O)N1CCN(S(=O)(=O)c2ccc(F)cc2)CC1	-1	i	i	i	3	i	i	1	i	-7	i
O=C(CN1C(=O)S/C(=C\c2cccs2)C1=O)Nc1ccc(O)c(C(=O)O)c1	-2	i	i	i	-2	i	i	0	i	6	i
CCCCN(C)C(=O)C1CCC(=O)N(c2cc(OC)c(OC)c(OC)c2)C1c1ccc(OC)cc1 (configuration not stated)	-1	i	i	i	1	i	i	-4	i	-3	i
Cc1nn(-c2ccccc2)c(N2CCCC2)c1/C=N/Nc1ccc(S(N)(=O)=O)cc1[N+](=O)[O-]	-17	/	i	i	-1	i	i	0	i	-4	i
Cc1c(C(=O)COC(C)(C)C)[nH]c2ccccc12	-9	i	i	i	-2	i	i	2	i	0	i
CCC(C)NCCOc1ccccc1C (configuration not stated)	-7	i	i	i	0	i	i	-3	i	-10	i
Cc1ccc(C)c(NC(=O)C2CC(O)CN2C(=O)Oc2ccccc2)c1 (configuration not stated)	-10	i	i	i	-4	i	i	1	i	0	i
O=C(Nc1ccccc1C(=O)NC(Cc1ccccc1)C(=O)O)c1ccco1 (configuration not stated)	-3	i	i	i	5	i	i	0	i	-7	i
Cc1cccc(CCNC(=O)C2CCN(S(=O)(=O)c3cccc4nsnc34)CC2)c1	-6	i	i	i	0	i	i	-2	i	3	i
c1cc(-c2cccs2)nc(-c2cccs2)c1	-5	i	i	i	-2	i	i	-3	i	3	i

Single entries from the list.
Cc1cccc(OCC(=O)N/N=C\c2cn(C)c3ccccc23)c1 in GSK3A inh: 1
Cc1ccc(C)c(NC(=O)C2CC(O)CN2C(=O)Oc2ccccc2)c1 (configuration not stated) in hERG rescue: -10
O=C(CN1C(=O)NC2(CCCC2)C1=O)N1CCN(Cc2ccccc2)CC1 in hERG rescue: -8
Cc1cccc(CCNC(=O)C2CCN(S(=O)(=O)c3cccc4nsnc34)CC2)c1 in hERG rescue: -6

(further entries)
SMILES	hERG rescue	PolyA inh	RGS4 block	KCNK9 block	GSK3beta inhib	KCNK3 inh	KCNQ1 act	GSK3A inh	RGS4 act	DYRK1A inh	KCNQ1 inh
Cc1c(OCC(=O)NCC(O)c2ccccc2)ccc2c3c(c(=O)oc12)CCCC3 (configuration not stated)	-7	i	i	i	-4	i	i	3	i	-5	i
Cc1sc2ncnc(SCC(=O)NC(C)C(C)C)c2c1C (configuration not stated)	-7	i	i	i	2	i	i	4	i	-1	i
O=C(NC12CC3CC(CC(C3)C1)C2)c1ccccc1	-9	i	i	i	1	i	i	-1	i	2	i
COc1ccccc1NS(=O)(=O)c1cccc(N2CC(O)=C(c3ccccc3)C2=N)c1	-7	i	i	i	3	i	i	-1	i	2	i
O=C(COc1ccc(Br)cc1)N/N=C1\SCC(=O)N1c1ccc(F)cc1	-1	i	i	i	0	i	i	0	i	7	i
CCC/C(O)=C1\C(=O)CC(C)(C)CC1=Nc1ccc(OC)cc1	-12	/	i	i	1	i	i	-2	i	1	i
O=C(c1ccccc1)c1ccc(Cn2cc(CCCO)nn2)cc1	-4	i	i	i	-5	i	i	-2	i	2	i
CN1CCN(c2ccc(C(CC(N)=O)NC(=O)c3ccccc3)cc2[N+](=O)[O-])CC1 (configuration not stated)	-11	i	i	i	1	i	i	0	i	30	i
CC(C)C(NS(=O)(=O)c1cccs1)C(=O)Nc1nc(C(C)(C)C)cs1 (configuration not stated)	-10	i	i	i	3	i	i	-4	i	/	i
NC(=O)c1ccc[n+](CC(=O)Nc2ccccc2C(=O)O)c1	-8	i	i	i	1	i	i	-1	i	0	i
CC(=O)Nc1nnc(-c2ccco2)o1	-15	i	i	i	-7	i	i	/	i	/	i
O=c1[nH]c2ccccc2c(O)c1O	-10	/	i	i	1	i	i	-2	i	9	i
CCN(CC)C(=O)CC(c1ccc(F)cc1)c1ccc(OC)cc1 (configuration not stated)	-11	i	i	i	-1	i	i	0	i	6	i
Cc1cc(-c2nnc(SCC(=O)Nc3ccc(S(N)(=O)=O)cc3)n2N)n[nH]1	-3	i	i	i	-2	i	i	15	i	5	i
NCc1cccc(-n2cccn2)c1	-6	i	i	i	0	i	i	-1	i	-4	i
CC(C)C(=O)N1N=C(c2ccc(NS(C)(=O)=O)cc2)CC1c1cccs1 (configuration not stated)	-15	i	i	i	-22	i	i	-3	i	1	i
COc1ccccc1CNC(=O)CCNC(=O)Cn1ccc2ccccc2c1=O	-12	i	i	i	-2	i	i	/	i	-5	i
COc1ccccc1C(=O)Nc1sc2c(c1C(N)=O)CCCC2	-4	i	i	i	-2	i	i	0	i	-3	i
CCOc1ccc(NC(=O)Cn2nnc3c(cnn3-c3ccc(F)cc3)c2=O)cc1	-16	i	i	i	1	i	i	4	i	-8	i
CC(=O)NCCNC(=O)c1ccc(Cn2c(=O)[nH]c3ccsc3c2=O)cc1	-2	i	i	i	3	i	i	0	i	2	i
COc1cccc(/C=N/NC(=O)Cn2cnc3c2c(=O)n(C)c(=O)n3C)c1	-4	i	i	i	-4	i	i	-1	i	/	i
Cc1c(C(=O)O)oc2ccc(S(=O)(=O)NC3CCCCCCC3)cc12	-8	i	i	i	3	i	i	7	i	-9	i
CC(=O)c1cccc(NC(=O)CSc2nnc(C(C)N(C)C)n2Cc2ccccc2)c1 (configuration not stated)	-6	i	i	i	2	i	i	-2	i	-5	i
CCCn1nc(NS(=O)(=O)c2cccc3nonc23)c2cc3cccc(C)c3nc21	-9	i	i	i	8	i	i	-8	i	-10	8*
O=C(C1CCN(C2CC(=O)N(c3cccc(Cl)c3)C2=O)CC1)N1CCCC1 (configuration not stated)	-5	i	i	i	3	i	i	-1	i	8	i
Cc1ccc(OCCC(=O)OCC(=O)NC2CCCC2)cc1	-10	i	i	i	-1	i	i	-1	i	1	i
COc1ccc(C(=O)N2CCCCC2)cc1S(=O)(=O)Nc1cccc(C(=O)O)c1	0	i	i	i	-1	i	i	-2	i	3	i
Cc1ccc2c(c1)c1c(n2CC2COC(C)(C)O2)C(=O)CCC1 (configuration not stated)	-16	i	i	i	0	i	i	0	i	4	i
COCCN1Cc2cccc(C(=O)NCc3ccccc3OC)c2C1=O	-7	i	i	i	-5	i	i	2	i	-1	i
Cc1ccnc(N2CCC(C(=O)NC3CCCCCC3)CC2)n1	-16	i	i	i	-2	i	i	-1	i	1	i
COc1ccccc1NC(=O)CCNS(=O)(=O)c1ccc2[nH]c(=O)oc2c1	-2	i	i	i	3	i	i	3	i	5	i
COc1cc(C(=O)NCC(c2ccco2)N(C)C)cc(OC)c1OC (configuration not stated)	-8	i	i	i	1	i	i	-1	i	-4	i

Full records, quoted from the list.
Shown for CC(=O)c1cccc(NC(=O)CSc2nnc(C(C)N(C)C)n2Cc2ccccc2)c1 (configuration not stated) : hERG rescue: -6; PolyA inh: i; RGS4 block: i; KCNK9 block: i; GSK3beta inhib: 2; KCNK3 inh: i; KCNQ1 act: i; GSK3A inh: -2; RGS4 act: i; DYRK1A inh: -5; KCNQ1 inh: i
Shown for COc1cccc(/C=N/NC(=O)Cn2cnc3c2c(=O)n(C)c(=O)n3C)c1 : hERG rescue: -4; PolyA inh: i; RGS4 block: i; KCNK9 block: i; GSK3beta inhib: -4; KCNK3 inh: i; KCNQ1 act: i; GSK3A inh: -1; RGS4 act: i; DYRK1A inh: /; KCNQ1 inh: i
Shown for Cc1ccc2c(c1)c1c(n2CC2COC(C)(C)O2)C(=O)CCC1 (configuration not stated) : hERG rescue: -16; PolyA inh: i; RGS4 block: i; KCNK9 block: i; GSK3beta inhib: 0; KCNK3 inh: i; KCNQ1 act: i; GSK3A inh: 0; RGS4 act: i; DYRK1A inh: 4; KCNQ1 inh: i

Some of the compounds tested; the hit share may differ from the screen's.
